High-throughput results deposited in PubChem by several laboratories.
TRPC6 inh: mouse TRPC6 channel inhibition. AID 2553. B-score at 10 µM. HEK293-TRPC6, membrane potential dye, ACh-evoked depolarization; stronger effect = lower value. 1.1% of 310,000 active;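 active means B-score under library mean minus 3 SD, initial fluorescence not abnormally high, positive integrated signal ratio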;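 further: B-score derived from integrated fluorescence ratio over the kinetic read; more negative B-score means stronger inhibition of depolarization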
TRPC4 block: inhibitors of mouse TRPC4 channel | B-score at 10 µM | HEK293 TRPC4beta/mu-opioid, DAMGO-evoked Fluo4 calcium flux; stronger effect = lower value | Q9QUQ5 | 0.39% of 300,000 active;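 active means B-score over 3 SD under the library average, no early fluorescence shift, positive overall ratio signal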
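material = TRPC4beta/mu-opioid receptor HEK293 cell line | probe or stimulus = sequential submaximal and maximal DAMGO stimulation | compound dosing = one concentration per compound | measured by = Fluo4 Ca2+ flux fluorescence | evaluation = integrated fluorescence ratio relative to baseline, converted to per-well B score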
TRPC6 activator: activators of mouse TRPC6 channel. Q61143. HEK293-TRPC6 membrane potential dye fluorescence; stronger effect = higher value. B-score at 10 µM. 0.13% of 310,000 active. AID 2550;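 active means B-score of the integrated fluorescence ratio above library mean plus 3 SD, and starting fluorescence ratio within library mean plus 5 SD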;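 further: higher score means more depolarization so channel activation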
MrgX1 allo act: allosterically activates human MrgX1 receptor signaling; Q96LB2; MrgX1-HEK293, Fluo-4 calcium flux, FDSS; stronger effect = higher value; B-score at 10 µM; 0.63% of 310,000 active;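 active means plate-corrected calcium response at least 3 library SD above typical, normal starting fluorescence, not activating the receptor alone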;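 further: compound read alongside a low EC10 to EC30 dose of BAM8-22 agonist; peak minus trough fluorescence over baseline measured at the second addition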
Target sequence (Q96LB2 whole entry, looked up): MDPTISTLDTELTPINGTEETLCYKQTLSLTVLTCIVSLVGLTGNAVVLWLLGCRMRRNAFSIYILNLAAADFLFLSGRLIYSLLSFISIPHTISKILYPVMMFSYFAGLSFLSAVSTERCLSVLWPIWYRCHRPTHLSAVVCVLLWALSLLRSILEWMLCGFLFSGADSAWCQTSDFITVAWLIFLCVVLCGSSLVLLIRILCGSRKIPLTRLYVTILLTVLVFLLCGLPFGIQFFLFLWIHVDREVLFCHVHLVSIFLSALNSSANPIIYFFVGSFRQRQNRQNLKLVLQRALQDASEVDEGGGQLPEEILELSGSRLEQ
PolyA inhibitor: blocks polyadenylation in yeast reporter cells. S. cerevisiae SKY197-pL101 polyadenylation reporter, beta-gal luminescence; efflux-impaired pdr1/pdr3 knockout yeast; score 100 = 6 SD above DMSO. calls only at 12 µM. 0.02% of 300,000 active;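 active means lowest replicate activity score at least 50, where 100 means six control SD above control mean; inconclusive means lowest score under 50 but half or more replicates reach 50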;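 further: yeast exposed to compound for 9 h at 30 °C; higher score means more reporter readthrough which indicates perturbed polyadenylation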
TRPC4 potent: TRPC4 (mouse) allosteric potentiation; HEK293 TRPC4beta/mu-opioid, DAMGO EC20, Fluo-4 Ca2+ flux; stronger effect = higher value; B-score at 10 µM; 0.42% of 310,000 active;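 active means B-score of calcium response area above 5 SD of library B-scores, with initial fluorescence ratio within 5 SD of library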;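 further: B-score of integrated fluorescence ratio over time as area under calcium response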
MrgX1 antagonist: human MrgX1 receptor antagonism, primary screen. Q96LB2. MRGX1-HEK293 calcium flux, Fluo-4, BAM8-22 antagonism; stronger effect = lower value. B-score at 10 µM. 1.3% of 310,000 active;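 active means calcium-response B-score plate-corrected more than 3 library SD below zero, starting fluorescence within 5 deviations, no agonist response on first addition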;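 further: peak minus trough fluorescence over baseline after final BAM8-22 challenge near maximal dose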
HIF activator: HIF pathway transcriptional activation. U2OS HRE-luciferase reporter, luminescence; normalized: DMSO 0%, desferrioxamine 100%. 0.32% of 300,000 active. AID 1910. activation, % at 7.5 µM (by protocol);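 active means mean activation of at least 10% of the iron chelator positive control signal, with at least half of replicates also reaching 10%; inconclusive means mean and replicate majority disagree about reaching 10%; inactive means mean and most replicates under 10%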
MrgX1 agonist: agonists of human MrgX1 receptor; MrgX1-HEK293 cells, Fluo-4 calcium fluorescence, agonist mode; stronger effect = higher value; AID 588627; B-score at 10 µM; Q96LB2; 0.44% of 310,000 active;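 active means calcium response B-score plate-corrected fluorescence ratio at least 3 library SD, with starting fluorescence B-score inside 5 SD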
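System: HEK293 cells stably expressing human MrgX1 receptor; Dosing: test compound in the initial addition of three; Schedule: overnight plating, then 30 min 37 °C plus 30 min room-temperature dye loading; Detection: kinetic calcium dye fluorescence, Fluo-4 NW; Controls: per-plate positive and negative controls for Z′ factor.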
AI-2 QS modul: Vibrio harveyi AI-2 quorum sensing modulation. AID 2094. activity change, % at 7.5 µM. Vibrio harveyi JMH597 AI-2 luminescence/OD600 ratio, 9 h; stronger effect = lower value; strain lacks LuxN and CqsS sensors; 0 = neutral-control median. 0.4% of 300,000 active; in the data active means activity change below about -75%, passing the limit was not always enough; inconclusive means no clear call, values can overlap the other calls;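 further: luminescence divided by OD600 gain over 9 h not by final OD600 alone; inactives centre near 13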
TRPC4 agonist: activators of mouse TRPC4 channel; Q9QUQ5; HEK293 TRPC4beta/mu-opioid, Fluo4 calcium fluorescence; stronger effect = higher value; B-score at 10 µM; 0.49% of 310,000 active; AID 2237;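 active means B-score above 5 SD of library B-scores, and initial fluorescence ratio not above library mean plus 5 SD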;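 further: positive B-score marks a calcium rise read as TRPC4 activation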
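Assay system – TRPC4beta and mu-opioid receptor HEK293 stable cells · Measured by – Fluo4 fluorescence, kinetic · Schedule – dye loading 45 min room temperature, 110 s kinetic read · Read-out – B-scored integrated calcium fluorescence ratio · Controls – buffer and maximal DAMGO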
The depositor's hits bear a star; i = inactive; u = inconclusive; x = not tested or not shown. The list is partial, so the mix of outcomes need not match the whole.

Structure	TRPC6 inh	TRPC4 block	TRPC6 activator	MrgX1 allo act	PolyA inhibitor	TRPC4 potent	MrgX1 antagonist	HIF activator	MrgX1 agonist	AI-2 QS modul	TRPC4 agonist
CCOc1ccc(C(C)=O)cc1CN1c2ccc(S(N)(=O)=O)cc2CC1C (stereo unspecified)	i	i	i	i	i	i	i	-0.7	i	5	i
COc1ccc(C2C(C(=O)N3CCN(c4ccccn4)CC3)CCC(=O)N2c2ccc(OC)cc2)cc1 (stereo unspecified)	i	i	i	i	i	i	i	0.1	i	11	i
COCCN(CCOC)S(=O)(=O)c1ccc(/C(O)=C(\C#N)c2nc3ccccc3[nH]2)cc1	i	i	i	i	i	11*	i	-0.2	i	12	i
COc1ccc(C(=O)NC(C)c2nnc(SCC(=O)NC3CCCCC3)n2C)cc1 (stereo unspecified)	i	i	i	i	i	i	i	0.2	i	17	i
Cc1cccc(C)c1Nc1ncnc2ccccc12	i	i	i	i	x	i	i	-1.1	i	23	i
CCOC(=O)N1CCN(CC(O)COCc2ccc(OC)c(OC)c2)CC1 (stereo unspecified)	i	i	i	i	i	i	i	0.0	i	9	i
Cn1cccc1/C=C1\SC(=S)N(NC(=O)c2ccccc2O)C1=O	i	i	i	i	i	i	i	2.0	i	33	i
CC(Sc1nc(O)c(-c2ccccc2)c(=O)[nH]1)C(=O)Nc1ccc(Cl)cc1 (stereo unspecified)	i	i	i	i	i	i	i	0.8	i	6	i
CC(Sc1nc2ccccc2s1)C(=O)Nc1ccc2c(c1)OCO2 (stereo unspecified)	i	i	i	i	i	i	i	-0.1	i	12	i
CCOC(=O)c1sc(NC(=O)CNCc2ccccn2)c(C(=O)OCC)c1C	i	i	i	i	i	i	i	-0.2	i	7	i
CCOC(=O)C1=C(CC)Nc2ccccc2N/C1=N\S(=O)(=O)c1cc(Br)ccc1Br	i	i	i	x	i	i	x	0.1	x	19	i
OCCN1CCN(C(=S)NC2CCCC2)CC1	i	i	i	i	i	i	i	-0.2	i	12	i
O=C(N=C1c2ccccc2CN1c1ccc(F)cc1)c1ccc(Cl)nc1	i	i	i	i	i	i	i	-0.1	i	26	i
O=C(Cn1c(=O)c(=O)n(Cc2ccccc2)c2ccc(Cl)cc21)Nc1cccc(F)c1	i	i	i	i	i	i	i	0.1	i	25	i
Cc1nn(CC(=O)Nc2ccc(S(=O)(=O)N(C)C)cc2)c(C)c1[N+](=O)[O-]	i	i	i	i	i	i	i	0.1	i	u	i
O=C(NCCc1ccccc1)C1(c2ccccc2)CCCC1	i	i	i	i	i	i	i	0.7	i	12	i
CCOC(=O)c1ccc(COc2nc3ccccc3nc2-c2ccccc2NC(C)=O)o1	i	i	i	i	i	i	i	-0.4	i	22	i
Cc1ccccc1NC(=S)N1CCN(c2ccccc2C)CC1	i	i	i	i	i	i	i	-15	i	15	i
CC1=CC(C)(C)N(S(=O)(=O)c2ccc(C)cc2)c2ccc(C)cc21	i	i	i	i	i	i	i	0.5	i	19	i
CCOC(=O)N1CCC(NC(=O)c2cc(C(=O)Nc3cccc(OC)c3)ccc2CO)CC1	i	i	i	i	i	i	i	-5.2	i	11	i
CCn1c2ccc(C)cc2c2n[nH]c(=S)nc21	i	i	i	i	i	i	i	-0.5	i	9	i
CC(C)Cn1c(N)c(C(=O)COC(=O)c2ccccc2F)c(=O)n(C)c1=O	i	i	i	i	i	i	i	0.2	i	4	i
O=c1nc2s/c(=C\c3ccco3)c(=O)n2nc1Cc1ccccc1	i	i	i	i	i	i	i	-0.4	i	17	i
O=C(CN(C(=O)CCC(=O)Nc1ccccn1)c1ccc2c(c1)OCCO2)NCCc1ccccc1	i	i	i	i	i	i	i	-0.2	i	18	i
Cc1ccc(-c2noc(CSc3nnc(Cc4cccs4)n3-c3ccccc3)n2)cc1	i	i	i	i	i	i	i	-0.3	i	18	i
C/C(=N\Nc1cccc(C(=O)O)c1)c1cc2ccccc2o1	i	i	i	i	i	i	i	0.5	i	x	i
CC(=O)Nc1ccc(S(=O)(=O)N(C)CC(=O)OCC(=O)Nc2ccc3c(c2)OCO3)cc1	i	i	i	i	i	i	i	0.4	i	20	i
Cc1ccc(NC(=O)CSc2nnc(Cn3cnc4ccccc43)o2)cc1	i	i	i	i	i	i	i	-0.3	i	18	i
CC(C)c1ccc(NC2CCCN(C(=O)CCc3cnn(C)c3)C2)cc1 (stereo unspecified)	i	i	i	i	i	i	i	-0.1	i	15	i
C=C1CCN(C(C(=O)OC)C(C)C)S(=O)(=O)c2ccccc21 (stereo unspecified)	i	i	i	i	i	i	i	-0.5	i	11	i
CCCc1cc(=O)oc2c(C)c(OCC(=O)N3CCC(C(=O)O)CC3)ccc12	i	i	i	i	i	i	i	0.0	i	32	i
CCCCn1c(N)c(N(CC(C)C)C(=O)C(C)SCc2nc3sc(C)c(C)c3c(=O)[nH]2)c(=O)[nH]c1=O (stereo unspecified)	i	i	i	i	x	i	i	0.1	i	x	i
Cc1cc(OCCn2cnc3ccccc3c2=O)ccc1[N+](=O)[O-]	i	i	i	i	i	i	i	0.9	i	4	i
CC(=O)c1cccc(NC(=O)c2cc(S(=O)(=O)N3CCOCC3)cs2)c1	i	i	i	i	i	i	i	-0.1	i	7	i
Cc1cnc(CN(C)Cc2c(C(=O)N3CCCCCCC3)nc3ccc(Cl)cn23)[nH]1	i	i	i	i	i	i	i	-0.3	i	29	i
CN1CCN(C(=O)c2cc(-c3ccco3)on2)CC1	i	i	i	i	i	i	i	1.6	i	14	i
Cc1c(NC(=O)c2ccc3c(c2)OCO3)cccc1-c1nc2ncccc2o1	i	i	i	i	i	i	i	-0.2	i	12	i
CC(C)C(O)(c1ccccc1)C(CN1CCOCC1)c1ccccc1 (stereo unspecified)	i	i	i	8.4*	i	i	i	0.5	i	-3	i
COC(=O)CCC(C)N1CCC(Oc2ccc(C(=O)NCc3ccccn3)cc2)CC1 (stereo unspecified)	i	i	i	x	i	i	x	-1.8	x	19	i
O=c1ccc(/C=C/c2ccccc2)nn1Cc1ccccc1Cl	i	i	i	i	i	i	i	-0.2	i	10	i
Brc1ccc(-c2csc(-c3ccncc3)n2)cc1	i	i	i	i	i	i	i	2.7	i	27	i
O=C(CCc1nnc(-c2ccc3c(c2)OCO3)o1)N(Cc1ccncc1)CC1CCCO1 (stereo unspecified)	i	i	i	i	i	i	i	0.0	i	33	i
CN(C)c1nc(C(=O)Nc2ccccc2)nc(N(C)C)n1	i	i	i	i	i	i	i	0.3	i	-12	i
CC(=O)N1CCN=C1SCc1ccc(C(F)(F)F)cc1	i	i	i	i	i	i	i	1.6	i	19	i
C/C(=N/NC(=O)c1ccccn1)c1ccc(O)cc1	i	i	i	i	i	i	i	2.1	i	3	i
COc1ccc(C2CC(=O)C(C3NCCc4ccccc43)=C(O)C2n2cncn2)cc1 (stereo unspecified)	i	i	i	i	i	i	i	-0.6	i	22	i
CCCCN(C(=O)CNC(=O)c1ccco1)C(C(=O)NC1CCCCC1)c1ccc(OC)cc1OC (stereo unspecified)	i	i	i	i	i	i	i	-0.7	i	-2	i
Cc1cccc2c(=O)c(Br)c(C)n(Cc3ccccc3)c12	i	i	i	i	i	i	i	-0.1	i	11	i
CCC1CCCCN1C(=O)C1CC(c2cc(Cl)c(OC)cc2OC)=NO1 (stereo unspecified)	i	i	i	i	i	i	i	-0.2	i	-2	i
S=C(NCc1cccnc1)Nc1ccc(Cl)c(Cl)c1	i	i	i	i	i	i	i	0.0	i	-57	i
Cc1[nH][nH]c(=O)c1C=NCc1cccs1	i	i	i	i	i	i	i	-0.4	i	10	i
Cc1cccc(C(=O)NNC(=O)c2c(O)c3ccccc3n(C)c2=O)c1	i	i	i	i	i	i	i	-19	i	31	i
COc1ccc(-n2c(COc3cccc(C)c3)nnc2SCC(=O)NCc2ccco2)cc1	i	i	i	i	i	i	i	0.6	i	10	i
O=C(O)CCCC(=O)Nc1ccc(OCc2nc3ccccc3s2)cc1	i	i	i	i	i	i	i	2.8	i	15	i
Cc1cc(C)cc(OCCCC(=O)O)c1	i	i	i	i	i	i	i	-1.0	i	8	i
O=C(CCCCCNC(=O)c1ccccc1Br)N=Nc1c(O)[nH]c2ccccc12	i	i	i	i	i	i	i	0.8	i	10	i
CCCOc1cc(C)c(Cl)cc1S(=O)(=O)N(CC)CC	i	i	i	i	i	i	i	-0.1	i	14	i
Cc1ccccc1OCCCCCCN1CCNCC1	-8.2*	i	i	i	i	10*	i	2.3	i	1	i
ClCc1csc(-c2ccccc2Cl)n1	i	i	i	i	i	i	i	0.3	i	13	i
Cc1ncc([N+](=O)[O-])n1CC(=O)NC1CCCC1	i	i	i	i	i	i	i	-0.3	i	15	i

The list continues.
Structure	TRPC6 inh	TRPC4 block	TRPC6 activator	MrgX1 allo act	PolyA inhibitor	TRPC4 potent	MrgX1 antagonist	HIF activator	MrgX1 agonist	AI-2 QS modul	TRPC4 agonist
CC(OC(=O)c1ccc2ncsc2c1)C(=O)N1CCCC1 (stereo unspecified)	i	i	i	i	x	i	i	-1.1	i	16	i
COCCN(C(=O)COC(=O)c1ccco1)c1c(N)n(Cc2ccccc2)c(=O)[nH]c1=O	i	i	i	i	i	i	i	0.0	i	13	i
Cc1ccc(S(=O)(=O)NC(CC(C)C)C(=O)Nc2nccs2)cc1 (stereo unspecified)	i	i	i	i	i	i	i	-1.0	i	9	i
COc1ccc2nc(NCc3ccccc3)[nH]c2c1	-5.2*	-7*	i	i	i	i	i	4.6	i	9	i
